USP2a inh – qHTS Assay for Inhibitors of Ubiquitin-specific Protease USP2a Using CHOP2 as the Reporter | Potency, µM (titrated, usually from 38.3 µM), without a hit: at the top dose activity change, negative = inhibition, hits mostly inhibitors | Ubiquitin carboxyl-terminal hydrolase 2 (Homo sapiens), O75604 | 0.01% of 330,000 active | USP2 core, Ub-CHOP2 coupled fluorogenic reporter, 485/531;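 note: potency is the fitted concentration of half-maximal effect; plate controls were DMSO wells for no effect and full inhibition by NEM control for full effect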
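USP2 core (10nM final) preincubated 30min RT with compound in 20mM Tris-HCl pH 8.0, 2mM CaCl2, 2mM beta-mercaptoethanol, 0.05% CHAPS; 25nM Ub-CHOP2 plus 25nM reporter substrate added, fluorescence (Ex485/Em531) read after 60min.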
GALK inh – qHTS Assay for Inhibitors of Human Galactokinase (GALK); P51570; Purified GALK, Kinase-Glo residual ATP luminescence; Potency, µM (doses to about 57.5 µM), for inactives: top-dose activity change, negative = inhibition, actives largely listed as inhibitors; 0.007% of 270,000 active; AID 1868, 2009; note: potency is the fitted concentration of half-maximal effect; % is set by controls: 0 for no effect and ±100 for the full control effect
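Compounds were pin-transferred into ATP buffer (35 uM final), then GALK plus galactose (5 nM, 100 uM final) was added. After 1 h at room temperature, Kinase-Glo Plus was added and luminescence read after 10 min.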
TRPV1 ag – HTS Assay for Compounds that Act as Agonists of the Vanilloid Receptor 1. Transient receptor potential cation channel subfamily V member 1 (Homo sapiens), Q8NER1. TRPV1-expressing cells, Fluo-8 calcium influx, agonist mode. activation, % at 8.33 µM. 0.19% of 320,000 active. AID 540275, 2011; in the data active = activation above about 80%; inconclusive = between about 30% and that limit; note: 0% is about no effect
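Fluo-8 calcium influx in TRPV1-expressing cells, kinetic read (ex 480/em 520 nm). Compound added and read 3 min for agonist activity, followed by capsaicin at EC20 final and 2 min further read for enhancement.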
KCNH2 WT inh – qHTS for Inhibitors of KCHN2 3.1: Wildtype qHTS | 0.37% of 340,000 active | activity change, % at 1.84 µM | AID 720551, 2013 | U2OS, BacMam KCNH2, thallium flux FluxOr; active compounds read low | Voltage-gated inwardly rectifying potassium channel KCNH2 (Homo sapiens), Q12809;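 active = maximum activity change below -70%; inconclusive = maximum activity change between -70% and -50%; inactive = maximum activity change above -50%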; note: % is set by controls: 0 for no effect and ±100 for the full control effect
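U2OS cells transduced with wild-type KCNH2 virus are loaded with FluxOr dye for 45 min, and thallium flux is measured in kinetic reads before and after stimulation buffer. Rate constants are normalized to DMSO controls.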
B2AR arrestin – qHTS assay of beta-arrestin-biased ligands of beta2-adrenergic receptor; beta-arrestin recruitment to beta2AR, cell-based reporter; Potency, µM (titrated, usually from 46.1 µM), for inactives: at the top dose activation, usual class: activators; Beta-2 adrenergic receptor (Homo sapiens), P07550; 0.02% of 330,000 active;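 note: potency is the fitted concentration of half-maximal effect; 0% = DMSO controls and full agonism = EC100 isoproterenol or metaproterenol; nearly all actives have a fitted effect of over 65% in size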
PKM2 activator – qHTS Assay for Activators of Human Muscle isoform 2 Pyruvate Kinase | Potency, µM (top dose mostly 57.5 µM), inactives show at the top dose activation, most hits filed as activators | Pyruvate kinase PKM (Homo sapiens), P14618 | purified PKM2, Kinase-Glo ATP luminescence, activation; response scale: 0% is enzyme alone, no compound | AID 1631, 2009 | 0.34% of 260,000 active; note: potency is the fitted concentration of half-maximal effect; % is set by controls: 0 for no effect and ±100 for the full control effect; nearly all actives have a fitted effect of over 55% in size
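Purified hPK-M2 (>95% pure) converted ADP (0.1 mM final) to ATP with 0.5 mM PEP in 50 mM imidazole pH7.2, KCl, MgCl2, Tween 20, BSA; 1 h at room temperature. ATP detected by Kinase-Glo luminescence.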
CXXC DNA block – qHTS Fluorescence Polarization Assay for Inhibitors of MLL CXXC domain - DNA interaction | 0.037% of 290,000 active | MLL-CXXC / FITC-HOXA9 DNA fluorescence polarization | Histone-lysine N-methyltransferase 2A (Homo sapiens), Q03164 | Potency, µM (highest dose often 115 µM), without a hit: top-dose activity change, negative = inhibition, most hits filed as inhibitors; active = well fitted inhibition curve with a large enough effect in the polarisation, with a control signal flat, not every such curve was filed as active; inconclusive = small, poorly fitted or top-dose-only effect, or effect the other way, or a change in a side signal; inactive = no such curve, though single readings can be large or run the other way; the % refers to the polarisation; note: potency is the fitted concentration of half-maximal effect
Target sequence (Q03164 whole entry, looked up, the tested form may be a part): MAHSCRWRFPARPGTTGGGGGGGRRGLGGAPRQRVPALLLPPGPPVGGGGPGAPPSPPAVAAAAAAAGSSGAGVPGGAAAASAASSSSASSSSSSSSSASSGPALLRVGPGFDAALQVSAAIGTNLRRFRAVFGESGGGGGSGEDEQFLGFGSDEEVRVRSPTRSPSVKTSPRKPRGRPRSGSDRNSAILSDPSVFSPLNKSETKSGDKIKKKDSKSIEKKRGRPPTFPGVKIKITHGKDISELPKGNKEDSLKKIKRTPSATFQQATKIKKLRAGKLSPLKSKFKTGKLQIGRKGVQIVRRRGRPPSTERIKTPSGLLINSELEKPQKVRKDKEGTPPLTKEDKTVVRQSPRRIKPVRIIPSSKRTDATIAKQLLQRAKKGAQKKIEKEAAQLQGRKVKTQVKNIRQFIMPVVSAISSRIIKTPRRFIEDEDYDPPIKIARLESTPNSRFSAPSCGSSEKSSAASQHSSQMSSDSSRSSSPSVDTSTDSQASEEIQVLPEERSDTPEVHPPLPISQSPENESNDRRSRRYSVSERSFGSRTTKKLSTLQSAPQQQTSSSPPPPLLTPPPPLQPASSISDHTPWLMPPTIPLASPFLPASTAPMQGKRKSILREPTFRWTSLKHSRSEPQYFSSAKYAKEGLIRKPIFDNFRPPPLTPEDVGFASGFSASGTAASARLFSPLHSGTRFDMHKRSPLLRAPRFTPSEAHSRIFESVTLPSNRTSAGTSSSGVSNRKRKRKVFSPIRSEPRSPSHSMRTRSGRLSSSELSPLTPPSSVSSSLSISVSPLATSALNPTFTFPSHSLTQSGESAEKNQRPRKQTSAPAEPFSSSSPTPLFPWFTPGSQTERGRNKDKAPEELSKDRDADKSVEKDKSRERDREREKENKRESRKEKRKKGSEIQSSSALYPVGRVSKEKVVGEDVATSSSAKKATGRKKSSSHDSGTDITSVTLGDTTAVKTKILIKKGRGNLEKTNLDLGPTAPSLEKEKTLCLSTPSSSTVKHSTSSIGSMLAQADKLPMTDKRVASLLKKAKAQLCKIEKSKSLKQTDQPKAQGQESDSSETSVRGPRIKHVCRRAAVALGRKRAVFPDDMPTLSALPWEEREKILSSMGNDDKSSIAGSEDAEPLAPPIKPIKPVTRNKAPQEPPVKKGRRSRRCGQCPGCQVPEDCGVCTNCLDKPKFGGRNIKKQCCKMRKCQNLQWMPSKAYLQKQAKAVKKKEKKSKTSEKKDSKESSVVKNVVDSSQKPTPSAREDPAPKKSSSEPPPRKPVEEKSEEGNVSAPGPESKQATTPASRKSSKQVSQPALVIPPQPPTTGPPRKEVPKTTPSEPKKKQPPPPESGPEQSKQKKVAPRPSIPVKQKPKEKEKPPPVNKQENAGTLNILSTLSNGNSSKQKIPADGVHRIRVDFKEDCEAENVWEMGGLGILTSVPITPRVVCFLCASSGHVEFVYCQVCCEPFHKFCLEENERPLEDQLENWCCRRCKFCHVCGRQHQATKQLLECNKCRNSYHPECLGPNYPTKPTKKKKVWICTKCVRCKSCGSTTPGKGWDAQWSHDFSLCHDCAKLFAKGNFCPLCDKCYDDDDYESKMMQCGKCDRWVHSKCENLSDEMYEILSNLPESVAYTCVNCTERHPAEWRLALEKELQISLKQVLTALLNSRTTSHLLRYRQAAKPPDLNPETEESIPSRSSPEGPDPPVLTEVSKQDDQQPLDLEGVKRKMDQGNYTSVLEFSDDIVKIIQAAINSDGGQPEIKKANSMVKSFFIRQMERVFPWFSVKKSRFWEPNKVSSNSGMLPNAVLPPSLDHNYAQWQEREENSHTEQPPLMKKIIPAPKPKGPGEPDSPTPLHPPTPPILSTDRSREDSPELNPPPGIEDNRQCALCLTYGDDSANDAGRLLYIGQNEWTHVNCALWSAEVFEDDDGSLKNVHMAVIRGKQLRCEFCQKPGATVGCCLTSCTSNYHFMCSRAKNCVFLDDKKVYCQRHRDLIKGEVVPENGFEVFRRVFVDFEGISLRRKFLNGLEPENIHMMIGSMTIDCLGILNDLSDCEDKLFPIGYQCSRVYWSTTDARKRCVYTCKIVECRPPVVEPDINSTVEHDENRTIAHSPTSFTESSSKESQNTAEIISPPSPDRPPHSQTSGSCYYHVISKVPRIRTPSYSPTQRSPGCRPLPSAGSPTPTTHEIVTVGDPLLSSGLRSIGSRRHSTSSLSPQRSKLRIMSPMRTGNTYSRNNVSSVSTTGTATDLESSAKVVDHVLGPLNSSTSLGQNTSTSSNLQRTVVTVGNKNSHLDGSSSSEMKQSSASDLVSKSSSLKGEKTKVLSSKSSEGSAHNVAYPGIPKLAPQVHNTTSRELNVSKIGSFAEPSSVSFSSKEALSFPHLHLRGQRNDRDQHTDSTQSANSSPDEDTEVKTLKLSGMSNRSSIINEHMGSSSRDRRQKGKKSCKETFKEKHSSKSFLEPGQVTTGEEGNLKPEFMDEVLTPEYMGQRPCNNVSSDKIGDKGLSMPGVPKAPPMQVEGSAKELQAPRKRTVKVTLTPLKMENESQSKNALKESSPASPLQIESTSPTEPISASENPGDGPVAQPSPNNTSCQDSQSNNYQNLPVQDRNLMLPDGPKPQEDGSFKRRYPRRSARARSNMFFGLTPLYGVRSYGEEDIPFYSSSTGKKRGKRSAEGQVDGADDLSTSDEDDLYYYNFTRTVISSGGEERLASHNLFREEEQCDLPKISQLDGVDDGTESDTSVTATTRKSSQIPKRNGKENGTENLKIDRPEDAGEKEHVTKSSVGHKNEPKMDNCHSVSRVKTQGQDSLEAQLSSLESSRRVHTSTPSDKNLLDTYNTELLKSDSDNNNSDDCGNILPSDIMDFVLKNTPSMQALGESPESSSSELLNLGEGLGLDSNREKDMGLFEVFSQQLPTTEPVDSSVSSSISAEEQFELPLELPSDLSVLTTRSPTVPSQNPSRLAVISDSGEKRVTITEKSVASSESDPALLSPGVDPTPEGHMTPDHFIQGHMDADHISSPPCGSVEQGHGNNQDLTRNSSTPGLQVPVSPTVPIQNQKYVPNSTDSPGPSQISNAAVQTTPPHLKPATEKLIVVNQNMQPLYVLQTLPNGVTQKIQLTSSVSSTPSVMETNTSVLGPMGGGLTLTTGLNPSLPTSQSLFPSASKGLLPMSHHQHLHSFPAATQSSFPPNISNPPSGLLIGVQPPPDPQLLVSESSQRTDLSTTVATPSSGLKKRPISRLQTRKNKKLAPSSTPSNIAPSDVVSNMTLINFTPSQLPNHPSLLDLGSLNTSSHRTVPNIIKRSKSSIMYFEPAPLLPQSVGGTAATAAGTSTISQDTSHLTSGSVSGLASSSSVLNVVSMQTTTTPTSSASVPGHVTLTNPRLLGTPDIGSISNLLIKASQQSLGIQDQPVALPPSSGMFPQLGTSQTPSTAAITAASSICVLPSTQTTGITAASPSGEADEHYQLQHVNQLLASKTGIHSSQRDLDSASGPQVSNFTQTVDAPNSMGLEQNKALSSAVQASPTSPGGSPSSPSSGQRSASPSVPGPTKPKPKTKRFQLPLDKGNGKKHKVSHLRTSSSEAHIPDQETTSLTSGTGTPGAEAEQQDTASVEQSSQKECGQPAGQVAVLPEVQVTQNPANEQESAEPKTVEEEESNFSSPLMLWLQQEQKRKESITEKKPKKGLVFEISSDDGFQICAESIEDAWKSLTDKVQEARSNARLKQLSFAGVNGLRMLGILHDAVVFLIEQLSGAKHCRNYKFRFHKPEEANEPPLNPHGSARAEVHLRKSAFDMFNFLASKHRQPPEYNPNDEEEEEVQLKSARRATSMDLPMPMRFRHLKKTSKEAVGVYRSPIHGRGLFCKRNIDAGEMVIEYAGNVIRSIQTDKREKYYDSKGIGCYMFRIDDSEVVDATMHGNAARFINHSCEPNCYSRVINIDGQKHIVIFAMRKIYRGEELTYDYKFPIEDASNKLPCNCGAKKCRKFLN
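Steps: dispense CXXC domain solution (7 uM) → pin compounds or unlabeled HOX-A9 DNA control → 5 min ambient → add FLSN-HOX-A9 solution (50 nM) → spin → 30 min ambient → fluorescence polarization. Tris pH 7.5/NaCl/DTT/BSA buffer.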
Menin-MLL TR inh – qHTS Assay for Inhibitors Targeting the Menin-MLL Interaction in MLL Related Leukemias: Competition With Texas Red Labeled MLL-derived Mutant Peptide; Menin + Texas Red MLL mutant peptide, fluorescence polarization; AID 1768, 2009; Potency, µM (titrated, usually from 61.6 µM), for the others: top-dose FP activity change, negative = inhibition, actives largely listed as inhibitors; 0.23% of 270,000 active; O00255; active = well fitted inhibition curve with a large enough effect in the polarisation, with a control signal flat, not every such curve was filed as active; inconclusive = small, poorly fitted or top-dose-only effect, or effect the other way, or a change in a side signal; inactive = no such curve, though single readings can be large or run the other way; the % refers to the polarisation; note: potency is the fitted concentration of half-maximal effect; % of control where 0% means no effect; many of its hits are not listed in these tables
KCNH2 3.1 block – qHTS for Inhibitors of KCHN2 3.1: Mutant qHTS; Potassium voltage-gated channel subfamily H member 2, brain isoform KCNH2 3.1 (human); U2OS KCNH2 3.1, thallium flux FluxOr; active compounds read low; activity change, % (tested at about 1.8 µM); 0.95% of 340,000 active;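 active = maximum activity change below -70%; inconclusive = maximum activity change from -70% to -50%; inactive = maximum activity change above -50%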;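 note: thallium influx rate constant from kinetic fluorescence after stimulation buffer; % is set by controls: 0 for no effect and ±100 for the full control effect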
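Normalized rate constant (relative to positive and negative DMSO controls) derived from a 2 min kinetic fluorescence read after stimulation; U2OS cells expressing the 3.1 isoform via virus at 1.77 x 10^8 /mL.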
Giardia killer – Small Molecules that selectively kill Giardia lamblia: qHTS; 0.15% of 340,000 active; activity change, % at 7.66 µM, hits read low; AID 540267, 2011; Giardia lamblia trophozoite viability; in the data active = activity change below about -80%; inconclusive = between about -30% and that limit;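 note: parasites exposed to compound for two days anaerobically before the ATP read; % is set by controls: 0 for no effect and ±100 for the full control effect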
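Media and compound were dispensed first, then trophozoites at 100 cells/well; plates sat 48 hrs at 37 deg C without oxygen before ATP luminescence reagent was added and read after 15-30 min at room temperature.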
FBPA coupling cs – qHTS Assay for Inhibitors of Fructose-1,6-bisphosphate Aldolase from Giardia Lamblia: Coupling assay counterscreen | coupling enzyme system counterscreen, AmpLite Red fluorescence | activity change, negative = inhibition, % at 58.2 µM, hits read low | AID 2472, 2010 | 0.67% of 290,000 active; in the data active = activity change below about -30%; note: % is set by controls: 0 for no effect and ±100 for the full control effect
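First, compound is pin-transferred into glyceraldehyde-3-phosphate coupling-enzyme reagent at 57.5 uM final and held 10 min at RT. Next, substrate, coupling system and AmpLite Red are added. After 20 min RT, fluorescence (525/598 nm) is read.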
The depositor's hits bear a star; i = inactive; ? = inconclusive; . = no result given; [ ] = another dose, or the depositor's remark. Unless noted, calls come from the whole dose curve; as a rule, active = well fitted curve in the direction sought with a large enough effect; inconclusive = small, poorly fitted or top-dose-only effect, or another doubt; inactive = no such curve, though single readings can be large; an effect the other way counts as inactive or inconclusive. Only part of the results is shown (hit frequency here may not be typical).

SMILES | USP2a inh | GALK inh | TRPV1 ag | KCNH2 WT inh | B2AR arrestin | PKM2 activator | CXXC DNA block | Menin-MLL TR inh | KCNH2 3.1 block | Giardia killer | FBPA coupling cs
COC(=O)c1ccsc1NC(=O)CN1C(=O)CCC1=O | 0% | 1% | -2 | -17 | -0.5% | 11% | -6% | . | 1 | 6 | 0
COc1ccc2c(C(=O)CN3CCSCC3)c[nH]c2c1 | 0% | -3% | . | 0 | 0.0% | 9% | 1% | . | 9 | -12 | -16
O=C(O)CSCC(=O)Nc1ccc(Cl)cc1C(F)(F)F | 4% | 1% | 2 | i | -0.7% | 0% | -1% | 12% | -2 | -17 | 4
CCc1nc(N[C@@H](Cc2c[nH]c3ccccc23)C(=O)O)c2oc3ccccc3c2n1 | -1% | -4% | 1 | -5 | 0.1% | 0% | -18% | 8% | 4 | -11 | 9
O=S(=O)(Nc1nc2ccccc2nc1N1CCN(CCO)CC1)c1cc(F)ccc1F | 0% | . | -3 | -1 | 3.7% | . | . | . | -1 | 11 | .
O=C1c2ccccc2C(=O)N1CCSc1ccccc1 | 4% | -1% | 24 | 7 | 0.3% | -10% | 2% | 7% | -8 | -2 | -1
COc1ccc(N(Cc2cc3cccc(C)c3[nH]c2=O)C(=O)C2CCCO2)cc1 (stereo unspecified) | 3% | 0% | -1 | 18 | -0.2% | -4% | -6% | . | 14 | 10 | 1
COc1ccccc1OCc1csc(NC(=O)c2ccco2)n1 | 1% | -1% | 0 | -1 | 0.3% | -1% | 0% | 0% | 0 | 23 | 0
Cc1csc(SCC(=O)Nc2cc([N+](=O)[O-])ccc2F)n1 | 2% | . | 1 | -17 | 0.3% | . | . | . | 9 | -10 | .
O=C(NC1CCCCCC1)c1cc(S(=O)(=O)N2CCOCC2)ccc1F | 1% | -4% | 23 | 3 | -0.4% | . | 2% | 4% | -9 | -1 | 0
Cc1cc(OC(=O)c2ccc(Cl)cc2)cc(=O)n1C | 0% | -5% | 2 | 11 | -0.4% | 3% | 60%[activator] | 23% | 5 | 18 | -1
CCN(CC)C(=O)c1[nH]cnc1C(=O)Nc1cccc(Cl)c1 | -1% | . | 7 | -6 | 0.1% | . | . | . | -18 | -3 | .
CCc1cc2c(SCC(=O)Nc3cc(C)on3)ncnc2s1 | 0% | 12% | 3 | -3 | 0.0% | 2% | 6% | 10% | -13 | 5 | -1
CCOCCCNC(=O)c1cccc(NC(=O)C2=C(C)OCCS2)c1 | 3% | . | 3 | -26 | -0.9% | . | 16% | 8% | -6 | -10 | 0
COC(=O)C1=CN(Cc2ccc(C)cc2)C=C(C(=O)OC)C1c1ccc(F)c(F)c1 | 1% | -1% | -1 | -10 | 0.4% | . | -1% | -8% | -15 | -1 | 0

No new results follow: entries from further up.
SMILES | USP2a inh | GALK inh | TRPV1 ag | KCNH2 WT inh | B2AR arrestin | PKM2 activator | CXXC DNA block | Menin-MLL TR inh | KCNH2 3.1 block | Giardia killer | FBPA coupling cs
CCN(CC)C(=O)c1[nH]cnc1C(=O)Nc1cccc(Cl)c1 | -1% | . | 7 | -6 | 0.1% | . | . | . | -18 | -3 | .
CCc1cc2c(SCC(=O)Nc3cc(C)on3)ncnc2s1 | 0% | 12% | 3 | -3 | 0.0% | 2% | 6% | 10% | -13 | 5 | -1
CCOCCCNC(=O)c1cccc(NC(=O)C2=C(C)OCCS2)c1 | 3% | . | 3 | -26 | -0.9% | . | 16% | 8% | -6 | -10 | 0
COC(=O)C1=CN(Cc2ccc(C)cc2)C=C(C(=O)OC)C1c1ccc(F)c(F)c1 | 1% | -1% | -1 | -10 | 0.4% | . | -1% | -8% | -15 | -1 | 0

Continued.
SMILES | USP2a inh | GALK inh | TRPV1 ag | KCNH2 WT inh | B2AR arrestin | PKM2 activator | CXXC DNA block | Menin-MLL TR inh | KCNH2 3.1 block | Giardia killer | FBPA coupling cs
COc1ccc(S(N)(=O)=O)cc1C(=O)OCC(=O)NC(C)(C#N)C1CC1 (stereo unspecified) | 2% | . | -1 | -9 | -0.2% | . | . | . | 7 | -6 | .
CCOc1ncccc1C(=O)Nc1cccc(-c2nc3cccnc3s2)c1 | 1% | -2% | -1 | 1 | -0.1% | -1% | 6% | . | 1 | 24 | -2
O=C(NCc1cccc(F)c1)C1CCC(=O)N(CCc2cccc(F)c2)C1 (stereo unspecified) | 4% | 1% | 1 | 1 | 0.1% | . | -3% | . | -16 | -5 | .
COc1cc(C(=O)N2CCN(C)C(C)C2)ccc1OC1CCN(C(C)=O)CC1 (stereo unspecified) | -1% | -1% | -6 | -4 | 0.6% | 6% | 1% | 10% | 8 | -15 | -1
Cc1noc(C)c1NC(=O)N(C)C[C@H]1Oc2ccc(NS(=O)(=O)c3cn(C)cn3)cc2C(=O)N([C@H](C)CO)C[C@@H]1C | 7% | . | . | 5 | -0.3% | . | . | . | 19 | 10 | .
Cc1ccc(N2CC(O)Cn3c2nc2c3c(=O)n(C)c(=O)n2C)cc1 (stereo unspecified) | 3% | 0% | 2 | 4 | 0.2% | . | 16% | -2% | 1 | -12 | 0
CC(=O)c1ccc(N2CCN(C(=O)Nc3ccc(F)cc3)CC2)cc1 | 0% | -2% | ? | . | 0.2% | 9% | -6% | -25% | . | . | 4
Cc1nn(-c2ccc(F)cc2F)c2c1-c1nc(N3CCCC3)ncc1CC2 | 2% | -2% | 6 | 2 | -0.6% | -7% | -5% | -12% | -5 | 6 | -7
Cc1ccc(C(=O)/C=C/Nc2cccc([N+](=O)[O-])c2)o1 | 2% | . | 22 | 4 | -1.0% | -2% | -5% | 4% | 1 | 35[activator] | -5
Cc1ccc(S(=O)(=O)Cn2nnnc2C(CC(C)C)N2CCN(C3CCCC3)CC2)cc1 (stereo unspecified) | 2% | -1% | 6 | 23 | -0.2% | -3% | 5% | -22% | 2 | 6 | 3
Cc1onc(CO)c1C(=O)Nc1nccs1 | 0% | 5% | 1 | -9 | 0.2% | -5% | 15% | 0% | 68 | 5 | 3
CCCOc1cccc(C2C(C(=O)c3ccco3)=C(O)C(=O)N2CCCn2ccnc2)c1 (stereo unspecified) | 6% | -6% | 1 | -9 | 0.4% | . | 27% | . | 16 | 26 | .
Cc1c(/C=N/NC(=O)c2cccnc2)c2ccccn2c1C(=O)c1ccc(F)cc1 | -1% | 2% | 8 | . | 3.1% | -1% | -9% | 5% | . | . | 3
CCCCOc1ccc(N2CC(C(=O)NCCc3ccc(OC)c(OC)c3)CC2=O)cc1 (stereo unspecified) | 0% | -2% | 4 | 14 | -0.3% | -3% | 2% | -12% | -6 | 23 | 1
CCOC(=O)C(C(=O)OCC)C(C[N+](=O)[O-])c1ccccc1 (stereo unspecified) | 2% | 5% | 1 | -13 | 0.2% | -4% | -2% | -22% | -6 | 19 | 3
CC(CC(=O)NNC(=O)c1ccncc1)c1ccccc1 (stereo unspecified) | 3% | . | 2 | -2 | 0.5% | . | . | . | -4 | -6 | .
N#CNC(=Nc1cccc(F)c1)SCc1ccccc1 | 1% | 0% | ? | . | -0.3% | 2% | -4% | 3% | 14 | 25 | 1
COc1ccc(CCNC(=O)Cc2cc(OCc3ccccc3)c(OC)cc2[N+](=O)[O-])cc1OC | -2% | 1% | 13 | -2 | 2.5% | 0% | -3% | ? | 0 | 2 | 2
Cc1cc(=O)[nH]c(SCc2nnc(-c3ccccc3)o2)n1 | 1% | 0% | -1 | -5 | 0.0% | 0% | 9% | 11% | 0 | 0 | 5
Cc1ccc(C)c(-n2ccnc2SCC(=O)c2c(N)n(C3CC3)c(=O)[nH]c2=O)c1 | -2% | . | -2 | 7 | 0.0% | . | . | . | 0 | -5 | .

Bioassay records deposited in PubChem by National Center for Advancing Translational Sciences (NCATS).
